# Assay outcomes from PubChem BioAssay.
# KDM5B inh – KDM5B demethylase inhibition | Potency, µM (highest dose often 57.7 µM), without a hit: at the highest dose activity change, negative = inhibition, usual class: inhibitors | Q9UGL1 | AID 1347165 | 220,000 compounds, 2.6% hits | KDM5B demethylase, FDH-coupled NADH fluorescence (FDH is formaldehyde dehydrogenase); active = well fitted inhibition curve with a large enough effect; inconclusive = small, poorly fitted or top-dose-only effect; inactive = no such curve, though single readings can be large or run the other way; also: 0% is about no effect; nearly all actives have a fitted effect of over 70% in size
#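 Measured: NADH fluorescence change, 30 min, RT. System: KDM5BΔAP 200 nM final, H3K4me3 peptide, α-KG, Fe(II), ascorbate, NAD⁺ plus FDH, pH 7.5 HEPES. Compounds: titrated, 10 min pre-incubation with enzyme.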
# * hit, by the source's call; i = inactive; u = inconclusive; [ ] = another dose, or the depositor's remark. Potency is read from the fitted curve at half-maximal effect.
SMILES,KDM5B inh
COc1ccc(-c2cc(C(F)(F)F)nc(SCCC(=O)Nc3cccc(OC)c3)n2)cc1,u
CC(C)N1CCCC2(CCN(CCCC(=O)O)C2)C1=O (stereo unspecified),5.4%
CN(CC1CCOC1)C(=O)C1CCCC1 (stereo unspecified),8.1%
O=C(CC1CCCN(c2cnn(CC3CC3)c(=O)c2)C1)NCc1cc(F)ccc1F (stereo unspecified),-18.9%
O=C(c1cc(F)ccc1F)N1CCC2(CC1)NC(=O)N(Cc1ccccc1)C2=O,-1.2%
CN(C)CCOC(=O)C1(c2ccccc2)CCCC1,21.7%
COc1ccc(CN2CCC3(CC2)Cc2ccccc2CNC3=O)cc1,u
Cc1ccc2[nH]c3c(=O)n(CC(=O)N4CCN(c5cccc(C(F)(F)F)c5)CC4)ncc3c2c1,0.8%
CCCC(=O)N1Cc2ccccc2CC2(CCCCN2Cc2ccncc2)C1 (stereo unspecified),u
COc1ccc(C(=O)NCC2Cn3cccc3C(=O)N2Cc2ccccc2)cn1 (stereo unspecified),-7.1%
CCOC(=O)C1=C(C)N=C2SC=C(CC(=O)NCC3CCCO3)N2C1c1ccc(Cl)cc1 (stereo unspecified),u
Cc1nc(Nc2ccccc2)sc1C(=O)Nc1ccccc1,-20.2%
O=C(CC(c1ccc(F)cc1)c1cn(Cc2ccccc2)c2ccc([N+](=O)[O-])cc12)N1CCCC1 (stereo unspecified),-8.8%
Cc1cn2nnc(C(=O)NC3CCCCCCC3)c2c(=O)[nH]1,-13.6%
Cc1cccc(NC(CNS(=O)(=O)c2ccccc2)c2ccccc2)c1 (stereo unspecified),-32.1%
CCCS(=O)(=O)N1CCC2(CC1)CC1C(=O)NCCN1C2 (stereo unspecified),u
NNC(=O)C(=O)/C=C1\NC2(CCCC2)Cc2ccccc21,8.7%
Cc1nc([C@@H]2CN(C(=O)CCc3c(C)n[nH]c3C)C[C@H]2C(N)=O)n[nH]1,32.2%
Cc1ccccc1-c1nc(SCC(=O)NCc2ccc(F)cc2)c2c(=O)n(C)c(=O)n(C)c2n1,-15.2%
CCC(C)(C)C(=O)N1CCC(N2C(=O)CCC2C(=O)NC(C)C)CC1 (stereo unspecified),8.4%
CCc1ccc(C(C)NC(=O)Cn2nc(-c3ccc(F)cc3)oc2=O)cc1 (stereo unspecified),-8.4%
CCOc1ncccc1C(=O)NC1CC(c2nnc(CN(C)C)n2C)C1 (stereo unspecified),-31.0%
Cn1nc(C(=O)OCC(N)=O)c2ccccc2c1=O,8.9%
CC(=O)NCC(=O)NCC1CCN(c2cc(-c3ccc(F)cc3)[nH]n2)CC1,-32.2%
Cc1ccc(-n2c(-c3ccco3)nc3c(cnn3-c3ccccc3C)c2=O)cc1,i
COc1cccc(/C=C2\NC(=O)NC2=O)c1O,25.2%
CC(C)CCNC(=O)C1CCN(S(=O)(=O)c2cccc3nsnc23)CC1,-14.6%
Cc1cnc(CCNS(=O)(=O)c2ccc(C#N)cc2)n1C1CCC1,-17.8%
Cc1nc(Nc2ccc(NC(=O)c3cccs3)cc2)cc(N(C)C)n1,-16.5%
CNC(=O)c1cccc(-c2cnc3[nH]cc(CC(=O)N4CCCC4)c3c2)c1,-19.6%[86.2 µM]
CCOc1cc(-c2nc(-c3ccc(Br)cc3)no2)cc(OCC)c1OCC,-0.6%
Cc1ccc(NC(=O)CC2Sc3ccc(C(F)(F)F)cc3NC2=O)cc1Cl (stereo unspecified),0.8%
O=C(O)c1cccc(COc2cc(Cl)ccc2Cl)c1,-3.1%
Cc1ccc(S(=O)(=O)N2C[C@@H](F)C[C@H]2C(=O)N2CCCCC2)cc1Cl,-12.4%
Cc1ccc(-c2nnc(Nc3ccccc3)c3ccccc23)cc1S(=O)(=O)NCc1nc2ccccc2[nH]1,u
CS(=O)(=O)N1C[C@@H]2OCC(=O)N(Cc3ccncc3)[C@@H]2C1,-21.1%[86.2 µM]
O=C(Cc1ccsc1)Nc1ccc2c(N3CCCC3)ncnc2c1,-8.4%
c1coc(-c2nnc([C@H]3CCN(Cc4cc5ccccc5o4)C3)o2)c1,u
O=C(c1cnn(-c2ccc(F)cc2)c1-n1cccc1)N1CCN(c2ccccc2)CC1,-18.9%
Nc1c(C(=O)Nc2ccc(Cl)cc2F)sc2nc(-c3cccs3)ccc12,u
CCCCC(=O)N(C)Cc1ccc(OC)cc1,10.5%
COc1ccc(-c2[nH]nc3ncc(-c4ccccc4OC)nc23)c(C)c1,u
COc1ccc(-c2nc3cc(NC(=O)c4ccccc4OC)ccc3o2)cc1Cl,-19.3%
Cc1ccc2oc(-c3cccc(NC(=O)c4sc5c([N+](=O)[O-])cccc5c4Cl)c3)nc2c1,6.2%
O=C(CCc1c[nH]c2ccccc12)NCC#Cc1cccc(C(F)(F)F)c1,-12.6%
CCCC(NC(=O)c1ccnc(Cl)c1)c1ccccc1 (stereo unspecified),11.7%
Cc1cn2nc(C(=O)NCc3ccc(F)cc3)cc2c(N2CCSCC2)n1,u
Cc1ccc(NC(=O)c2sc3ccccc3c2Cl)cc1,-52.8%
Cn1c(=O)c2[nH]c(N3CCN(CCO)CC3)nc2n(C)c1=O,0.7%
Cc1ccc(C(=O)NCC(C)C)cc1,2.4%
CN(C)S(=O)(=O)N1CCCC(c2nc(-c3ccccc3)no2)CCNC(=O)CC1 (stereo unspecified),5.9%
CCN(CC)C(=O)C(NC(=O)CC(C)C)C1CCN(C(=O)CCc2ccccc2)CC1 (stereo unspecified),-2.3%
CCc1cccc(C)c1NC(=O)CCCn1c(C)c2cnn(-c3ccccc3)c(=O)c2c1C,u
O=C(Cn1c(=O)n(-c2cccc(Cl)c2)c(=O)c2sc3ccccc3c21)NC1CCCCC1,u
COCCN1CC(CO)C2(CCN(C(=O)Cc3c(C)noc3C)CC2)C1 (stereo unspecified),-25.8%
COc1ccc(S(=O)(=O)N2CCC(NC(=O)C3CCCCC3)CC2)cc1,-0.3%
O=C(c1ccc(F)cc1)c1ccc(N2CCCCCC2)cc1,u
O=C(NC1CCCCC1)N1CCC(Cc2nncn2CC2CC2)CC1,-30.1%
CC(C)(CNC(=O)c1nn(Cc2ccccc2)c(=O)c2ccccc12)N1CCOCC1,16.8%
CCCN1C(SCC(=O)Nc2cccc(Cl)c2C)=NS(=O)(=O)c2ccccc21,-7.1%

# Some of the entries above, set out differently:
compound	KDM5B inh
O=C(Cn1c(=O)n(-c2cccc(Cl)c2)c(=O)c2sc3ccccc3c21)NC1CCCCC1	u
COCCN1CC(CO)C2(CCN(C(=O)Cc3c(C)noc3C)CC2)C1 (stereo unspecified)	-25.8%
COc1ccc(S(=O)(=O)N2CCC(NC(=O)C3CCCCC3)CC2)cc1	-0.3%

# The listing continues:
SMILES,KDM5B inh
COc1ccc(-c2cc(N3CCCC(NC(=O)COc4ccccc4)C3)n[nH]2)cc1 (stereo unspecified),-21.1%
COc1ccc(NC(=O)C2CCN(C3=NS(=O)(=O)C(c4ccc(C)c(C)c4)=C3C)CC2)cc1OC,-7.2%
COC(=O)c1ccc(NC(=O)CSc2nccn2Cc2ccc(Cl)cc2)cc1,-3.7%
Cc1nnnn1-c1cccc(-c2nc(C3CCOC3)no2)c1 (stereo unspecified),31.5%
Cc1ccc2nc(COc3ccccc3NC(=O)c3ccc(F)cc3)cc(=O)n2c1,-31.2%
CCC(=O)OC1=C(C(C)=O)N(C)S(=O)(=O)c2ccccc21,11.0%
CCc1noc(-c2cn(C3CCN(C(=O)c4cccc(OC(F)(F)F)c4)C3)nn2)n1 (stereo unspecified),25.3%
CCCCOc1ccc(C(=O)N2CCC(c3nc4ccccc4o3)CC2)cc1,u
Cn1cccc1-c1cc2n(n1)CCC(=O)N2CCCC(=O)NCc1cccc(Cl)c1,u
COc1ccc(-c2c(C)oc3cc(OCCN4CCC(C(N)=O)CC4)ccc3c2=O)cc1OC,14.6%
CCC(CC)NC(=O)C1CCCN(Cc2ccncc2)CCC(=O)NCC1 (stereo unspecified),u
CC(C)N1C[C@H](O)C[C@H]1c1nnc2n1CCN(C(=O)c1ccoc1)C2,u
CCOC(=O)c1c(NC(=O)COc2cccc(C(F)(F)F)c2)sc2c1CCC(C)C2 (stereo unspecified),-4.2%
CC1CCCCN1C(=O)CSc1nc(-c2ccco2)cc(C(F)(F)F)n1 (stereo unspecified),20.8%
COc1cc(NC(=O)c2cnc(-c3ccc(C)cc3)nc2-c2ccncc2)cc(OC)c1,u
NC(=O)c1ccc(NC(=O)CCC(=O)N2CCN(S(=O)(=O)c3ccc(Cl)cc3)CC2)cc1,32.1%
COc1ccccc1NC(=O)C1CC(=O)N(c2n[nH]c3cccc(F)c23)C1 (stereo unspecified),u
CCS(=O)(=O)N1CCC(c2noc(COCC3CC3)n2)CC1,26.1%
COc1cccc(NC(=O)NC[C@H]2O[C@H](Cc3cc(COc4ccccc4)on3)CC[C@@H]2O)c1,14.0%
COc1cccc(C(=O)Nc2ccccc2C(=O)OCc2cc(=O)n3nc(C)sc3n2)c1,0.5%
Cc1cccc(C(=O)N2CCCCCC2c2nnc(-c3ccccc3)o2)c1 (stereo unspecified),-2.5%
CS(=O)(=O)Nc1cc(NC(=O)c2cc(-c3ccco3)on2)ccc1F,17.3%
Cc1nc2nc3ccn(CCN(C)C)c(=O)c3c(-c3ccccc3)n2n1,u
COc1ccc(N(CC(=O)NCc2ccc(F)cc2)S(=O)(=O)c2c(C)noc2C)cc1,-9.6%

# Pulled by structure from the entries so far (4):
SMILES,KDM5B inh
CC(C)N1C[C@H](O)C[C@H]1c1nnc2n1CCN(C(=O)c1ccoc1)C2,u
Cc1nc2nc3ccn(CCN(C)C)c(=O)c3c(-c3ccccc3)n2n1,u
Cc1ccc(NC(=O)c2sc3ccccc3c2Cl)cc1,-52.8%
Cc1ccc(-n2c(-c3ccco3)nc3c(cnn3-c3ccccc3C)c2=O)cc1,i

# (continued)
SMILES,KDM5B inh
Cc1cccc(C(=O)Nc2nonc2-c2ccc(OC(C)C)cc2)c1,6.5%
CCCNC(=O)N1CCC(c2noc(COc3ccc(F)cc3)n2)C1 (stereo unspecified),13.1%
O=C(CN1CCCc2nc(C3CC3)ncc2C1=O)NC1CC1,14.3%
CC(=O)Nc1nc(-c2ccc3c(c2)CC(C)N3C(=O)C2CC2)c(C)s1 (stereo unspecified),u
O=S(=O)(NNc1ncc(C(F)(F)F)cc1Cl)c1ccc(F)cc1F,8.0%
O=C(Cn1nc2n(c1=O)CCCCC2)Nc1ccc(Cl)cc1,-6.2%
Cn1nc(C(=O)Nc2cc(C(F)(F)F)cc(C(F)(F)F)c2)c2ccccc2c1=O,21.6%
Cc1ccc(-c2ccnc(=S)[nH]2)cc1,-4.3%
C=CCn1cc2c3c(cccc31)[C@H](CC(C)C)N[C@H](C(=O)N1CCN(CCOC)CC1)C2,u
O=C(O)C1Sc2[nH]c(=O)sc2C2c3cc(Br)ccc3OC(=O)C12 (stereo unspecified),-16.2%
COc1ccc(-c2cn3cccnc3n2)cc1NC(=O)Nc1cc(C)ccc1C,u
COc1ccccc1N1C(=S)N=C(Nc2c(C)cccc2C)C12CCCC2,-3.0%
Cc1ccc(CN(C)Cc2cc(=O)oc3ccc(C)cc23)cc1,5.8%
Cc1nc(C)c(-c2ccc(SCC(=O)Nc3ccc(C)c(Cl)c3)nn2)s1,9.0%
CCOc1ccc(-c2n[nH]c3c2C(c2cccs2)N(c2ccc(Br)cc2)C3=O)cc1 (stereo unspecified),-7.1%
O=C1CCCN1CCCN1C(=O)[C@@H]2C[C@@H](O)CN2C2(CN(C3CCC(F)(F)CC3)C2)C1=O,15.3%
CC(C)Cn1cnc2c1c(=O)n(Cc1ccccc1C#N)c(=O)n2Cc1ccccc1,13.9%
COc1ccc(CCNC(=O)c2cc(-c3ccc(C)c(C)c3)nc3ccccc23)cc1OC,-10.3%
COCCNc1ccc2nnc(-c3cc(C#N)ccn3)n2n1,u
COc1cccc(CNC(=O)[C@@H]2C[C@@H](O)CN2C2CCN(C(=O)COc3ccccc3)CC2)c1,-17.1%
CN(CCOc1ccc(F)cc1)C(=O)c1cc2ccccc2oc1=O,-2.0%
CCc1ccc(C(N)CC(=O)OC)cc1 (stereo unspecified),11.9%
CC(C)(Oc1nn(Cc2cccc(Cl)c2)c2ccccc12)C(=O)NCc1ccncc1,u
Cc1noc(C)c1-c1cc2cc(CO)oc2c(Nc2cccnc2)n1,u

# Part of the list above, set out differently.
Structure | KDM5B inh
O=C1CCCN1CCCN1C(=O)[C@@H]2C[C@@H](O)CN2C2(CN(C3CCC(F)(F)CC3)C2)C1=O | 15.3%
CC(C)Cn1cnc2c1c(=O)n(Cc1ccccc1C#N)c(=O)n2Cc1ccccc1 | 13.9%

# More results follow.
SMILES,KDM5B inh
N#Cc1cccc(CN2CCCC(c3nc(-c4cccnc4)no3)CCNC(=O)CC2)c1 (stereo unspecified),-6.1%
COc1cc(NC(=O)N2CCC(OC3CCN(S(C)(=O)=O)CC3)CC2)cc(OC)c1,-16.4%
CCc1ccc(NC(=O)Cn2ncc3c4ccccc4n(C)c3c2=O)cc1,-4.1%
COc1ccc(C(=O)Nc2ccc3oc(-c4cccc(Cl)c4)nc3c2)cc1,-8.1%
Cc1cccc(C(C)C)c1NC(=O)C(Sc1ccccc1)c1ccccc1 (stereo unspecified),35.6%[activator]
Cc1cc(Br)ccc1NC(=O)c1coc(=O)c2ccccc12,-29.9%
O=C(c1cccs1)N1CCc2n[nH]c(=O)n2CC1,-10.7%
COc1cccc(CC(=O)N2CCCC(c3nc(-c4cccnc4)no3)CCNC(=O)CC2)c1 (stereo unspecified),6.4%
CCn1ccc(C(=O)N2CCC(c3noc(-c4ccccc4)n3)C2)n1 (stereo unspecified),20.8%
COc1cccc(CNC(=O)CN2C(=O)NC(c3ccccc3Cl)C3=C2COC3=O)c1OC (stereo unspecified),-10.7%

# Among those listed so far, 2 contain a nitro group on carbon.
SMILES,KDM5B inh
O=C(CC(c1ccc(F)cc1)c1cn(Cc2ccccc2)c2ccc([N+](=O)[O-])cc12)N1CCCC1 (stereo unspecified),-8.8%
Cc1ccc2oc(-c3cccc(NC(=O)c4sc5c([N+](=O)[O-])cccc5c4Cl)c3)nc2c1,6.2%

# Some of the compounds tested; rates above refer to the full screens.
